Assay outcomes as filed in PubChem BioAssay.
PKA-R2B act – activators of human PKA-R2B complex; P22694+P31323; PKA-R2B holoenzyme dissociation, Cy5-IP20 fluorescence polarization; R2B truncated from residue 108, S112A mutant; 0% DMSO only, 100% 113 µM cGMP; activation, % at 11.4 µM; hit rate 0.079% among 340,000; AID 504700;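 active = activation above a cutoff set at the mean over all compounds plus 3 SD, cut at about 18% in these data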;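 also: higher means more holoenzyme dissociation and a rise in polarization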
HTR5A ag ctr – counter-screen for OPRM1-OPRD1 agonists: human HTR5A agonism; hit rate 0.61% among 340,000; activation, % at 9.3 µM; HTR5A agonist assay, luminescence, cell-based; AID 504692; P47898; in the data active = activation mostly above about 9.5%, no sharp cut-off; inactive = mostly below about 7.6%;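 also: 0% = cells with vehicle only and 100% = reference agonist; strong numbers were not always called active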
Arr AP2 block – human beta-arrestin and AP2 interaction inhibition; FITC-arrestin peptide / GST-AP2 beads, flow cytometry; AP2 beta2 appendage carries R879A mutation; inhibition, % at 10 µM; hit rate 0.31% among 340,000;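 active = inhibition above a set limit, near 3 SD of compounds lacking own fluorescence, cut at about 54% in these data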;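 also: plate controls were DMSO wells for no effect and 5 µM unlabelled arrestin peptide for full effect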
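System: GST-AP2 R879A glutathione beads. Medium: PBS with 0.05% Tween 20 and 0.1% BSA. Also added: FITC-arrestin peptide, 50 nM. Incubation: 12 min plus 1 h, RT. Measured by: high-throughput flow cytometry of beads, ex 488, em 535 nm. Evaluation: percent drop in bead-associated FITC signal.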
V-ATPase pHluor – alters yeast V-ATPase proton transport; S. cerevisiae, pHLuorin cytosolic pH fluorescence; response, % at 10 µM; hit rate 0.37% among 350,000; in the data active = response mostly above about 7.3%, no sharp cut-off; inactive = mostly below about 5.4%; also: actives read high; inactives centre near 0; some compounds called inactive have numbers as strong as hits; reference of the scale not given here
HTR5A inv ag – HTR5A inverse agonism, opioid heterodimer counter-screen | HTR5A cell line, luminescence | inhibition, % at 9.3 µM | hit rate 0.083% among 340,000 | AID 504634; in the data active = inhibition mostly above about 23%, no sharp cut-off; inactive = mostly below about 18%;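 also: 0% = cells with DMSO and 100% = no-cell wells with DMSO; some compounds called inactive have numbers as strong as hits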
DAGLB inhibitor – blocks human DAGLB lipase activity; HEK293T DAGLB membrane lysate, EnzChek fluorogenic substrate; inhibition, % at 5.17 µM; hit rate 0.059% among 340,000; AID 504411; in the data active = inhibition above about 34%;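 also: 0% = enzyme with vehicle and 100% = wells lacking enzyme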
MOR-DOR inv ag – inverse agonists of human mu-delta opioid receptor heterodimerization. AID 504357. hit rate 0.21% among 340,000. P35372+P41143. cell-based MOR-DOR heterodimer luminescence, inverse agonism. inhibition, % at 9.3 µM; in the data active = inhibition above about 22%, passing the limit was not always enough;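 also: 0% = cells with DMSO and 100% = wells without cells with DMSO; values of inactives mirror those of a sister screen read the other way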
Target sequence (P35372 whole entry, looked up): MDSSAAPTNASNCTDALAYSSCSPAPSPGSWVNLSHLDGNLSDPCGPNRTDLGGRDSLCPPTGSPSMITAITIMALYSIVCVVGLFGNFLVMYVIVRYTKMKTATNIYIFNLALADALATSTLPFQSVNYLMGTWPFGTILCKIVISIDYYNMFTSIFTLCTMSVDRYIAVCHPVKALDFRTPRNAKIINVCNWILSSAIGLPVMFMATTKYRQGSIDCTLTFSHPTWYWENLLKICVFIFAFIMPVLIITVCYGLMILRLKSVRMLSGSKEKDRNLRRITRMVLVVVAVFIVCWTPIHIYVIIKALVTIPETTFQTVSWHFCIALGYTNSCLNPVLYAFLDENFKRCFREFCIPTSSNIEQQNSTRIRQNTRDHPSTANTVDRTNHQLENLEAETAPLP
Target sequence (P41143 whole entry, looked up): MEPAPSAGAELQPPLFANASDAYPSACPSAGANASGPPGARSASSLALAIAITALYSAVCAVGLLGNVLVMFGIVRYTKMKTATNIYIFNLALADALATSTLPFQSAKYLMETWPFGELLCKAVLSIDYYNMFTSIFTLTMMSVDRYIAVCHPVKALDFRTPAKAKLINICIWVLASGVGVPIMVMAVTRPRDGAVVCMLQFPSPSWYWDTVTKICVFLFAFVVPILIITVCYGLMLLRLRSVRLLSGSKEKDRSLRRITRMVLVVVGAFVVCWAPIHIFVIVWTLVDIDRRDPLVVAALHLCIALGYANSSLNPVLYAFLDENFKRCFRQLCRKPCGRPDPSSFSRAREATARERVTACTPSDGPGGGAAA
Pemphigus Ab inh – blocks pemphigus antibody binding to human desmoglein-3 | P32926 | DSG3-coupled beads, scFv-anti-DSG3-GFP binding, flow cytometry; stronger effect = lower value | binding (percent of control), % at 10 µM | hit rate 0.48% among 310,000 | AID 588358;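 active = binding more than 3 SD below its plate's average and above zero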; also: some compounds called inactive have numbers as strong as hits
PKA-R1A activ – activators of PKA-R1A complex. P00514+P68181. PKA-R1A dissociation, Cy5-IP20 fluorescence polarization; scaled: DMSO 0%, 113 µM cGMP 100%. activation, % at 11.4 µM. hit rate 0.083% among 340,000. AID 504707;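 active = percent activation above the mean of all tested compounds plus 3 SD, cut at about 19% in these data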;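 also: higher means more PKAc released from R1A so a rise in polarization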
MOR-DOR ag – agonists of human mu-delta opioid receptor heterodimerization | P35372+P41143 | cells, OPRM1-OPRD1 heterodimerization, luminescence | activation, % at 9.3 µM | hit rate 0.3% among 340,000 | AID 504326; in the data active = activation above about 18%;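 also: 0% = vehicle-treated cells and 100% = reference agonist; values of inactives mirror those of a sister screen read the other way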
Starred values were filed as active, the others as inactive; x = not tested or not shown; & = joins results of further samples.

SMILES	PKA-R2B act	HTR5A ag ctr	Arr AP2 block	V-ATPase pHluor	HTR5A inv ag	DAGLB inhibitor	MOR-DOR inv ag	Pemphigus Ab inh	PKA-R1A activ	MOR-DOR ag
Clc1ccc(-n2ncc3c(N4CCCCCC4)ncnc32)cc1	-2	14	3	0	-36	-1	5	106	-14	-1.0
CNC(=O)CSc1nc(N)c2c3c(sc2n1)CCC3	1	3	7	0	-64	3	0	104	2	0.0
CSc1nc2n(n1)C(c1cccs1)C1=C(CCCC1=O)N2 (stereo not drawn)	-3	-1	-20	1	2	0	-3	115	1	0.7
O=C(CSC1=Nc2ccccc2C2=NC(CC(=O)N3CCN(c4ccccc4)CC3)C(=O)N12)NCC1CCCO1 (stereo not drawn)	-5	-2	16	11	-35	3	7	76	-1	-1.2
CCOc1ccc2ccccc2c1C(=O)N[C@@H]1C(=O)N2[C@@H]1SC(C)(C)[C@@H]2C(=O)O	-1&-5	3&4	4&1	-2&3	0&-15	-1&3	1&14	108&109	-3&-7	-0.2&-2.7
Cc1ccc(OCC(=O)NCc2ccc3c(c2)OCO3)c([N+](=O)[O-])n1	-2	-4	3	4	10	-1	-3	119	-4	0.6
CC1CCC(NC(=O)CCS(=O)(=O)c2ccc3c(c2)CC(C)N3C(=O)C2CC2)CC1 (stereo not drawn)	11	-3	-4	4	13	1	2	x	-11	-0.3
COC(=O)CSc1nccc(-c2cccs2)n1	-6	8	9	4	-22	-1	6	114	-11	-1.1
COc1ccc(N2C(=O)C3C(C2=O)C3(c2ccccc2)c2ccccc2)cc1 (stereo not drawn)	-7	-4	19	0	14	-4	-10	110	-8	1.9
Cc1ccc(C2=NOC(C)(c3nnc(-c4ccccc4)o3)C2)cc1 (stereo not drawn)	9	-1	4	-5	-7	-6	6	102	3	-1.0
CCOc1ccc(C(=O)NC(=S)Nc2ccccc2N2CCOCC2)cc1Br	-4	3	-1	-4	25	2	-13	97	2	2.6
Cc1[nH]c(C)c(S(=O)(=O)Nc2ccccc2Cl)c1C(=O)N1CCCC1	-9	-2	-5	6	-10	-2	15	97	-4	-2.7
COc1ccc(S(=O)(=O)N2CCCCCC2)cc1C(=O)N(C)CC(=O)Nc1ccc(F)cc1	-6	3	-6	2	-7	-3	0	105	-1	0.1
O=C(N/N=C/c1ccccc1)c1cc(-c2ccc3c(c2)OCO3)n[nH]1	-2	0	-2	2	-1	1	-6	105	-14	0.8
CC(C)NC(=O)C(=O)NCCC1CCCCN1S(=O)(=O)c1cccs1 (stereo not drawn)	-9	-7	-2	-2	22	-1	-7	100	-7	1.1
O=C1NC(c2cccc(OCc3ccccc3)c2)Nc2ccccc21 (stereo not drawn)	3	2	-14	-2	-9	-4	13	89	-2	-3.1
O=C(NCCN1CCOCC1)c1cc2ccccc2[nH]1	4	-7	0	4	19	-6	18	98	-5	-3.4
CCOC(=O)N1CCC(n2c(SCC(=O)NCc3ccco3)nc3ccsc3c2=O)CC1	6	3	8	-1	12	4	4	x	5	-0.8
COc1ccc(C(=O)NC(CCSC)C(=O)NC2CC2)cc1 (stereo not drawn)	1	3	0	-1	-8	2	-1	105	5	0.2
CCCCOC(=O)c1ccccc1N1C(=O)C2C3CCC(C3)C2C1=O (stereo not drawn)	-8	-5	21	-4	-5	-4	12	101	-8	-2.3
O=C1CCCc2nc(N3CCN(C(=O)c4ccco4)CC3)ncc21	-1	-1	6	0	14	2	14	x	3	-2.7
CC(C)C1Nc2ccc(S(=O)(=O)N3CCOCC3)cc2NC1=O (stereo not drawn)	-5	4	2	0	13	0	13	98	-1	-2.8
O=C(NC1CC(=O)N(c2ccc(F)cc2)C1)N1CCN(C(=O)c2ccco2)CC1 (stereo not drawn)	4	2	24	-2	16	1	-2	107	-6	0.3
COc1ccc(CNC(=O)c2ccc(=O)oc2)cc1OC	-3	0	10	3	-9	-2	1	x	4	-0.1
O=C(C[C@H]1C(=O)N(C2CCCCC2)C[C@@H]1Cc1ccccc1)Nc1ccccc1	0	-3	0	1	7	-4	-42	95	-1	7.8
COc1ccc(/C=N\Nc2ccccc2[N+](=O)[O-])c(C(=O)O)c1OC	1	-4	-14	2	13	7	14	98	-2	-2.9
Cc1onc(-c2ccccc2Cl)c1C(=O)NC(=S)Nc1ccccc1C(N)=O	4	2	-5	3	16	-1	25	92	-5	-4.8
CN1C(=O)[C@H]2[C@@H](/C=C/c3ccccc3)N3C(=O)CN(CC4CC4)C(=O)[C@@]3(C)[C@H]2C1=O	4	2	-1	1	4	-2	16	108	3	-3.5
CC1(C)CC(CCC(=O)Nc2ccc(S(N)(=O)=O)cc2)C(=O)O1 (stereo not drawn)	0	-3	6	2	9	0	10	92	11	-2.0
c1ccc(-c2cn(-c3ccccc3)c3ncnc(N4CCCCC4)c23)cc1	-1	-3	-15	6	6	-8	-9	114	-2	1.9
COc1cccc(-c2cc(C(=O)NCCc3ccccc3)no2)c1	-1	-1	-2	5	1	-4	-5	99	11	0.8
O=[N+]([O-])c1ccccc1/C=C/C=N/n1c(-c2ccccc2)n[nH]c1=S	-3	13*	7	5	-35	0	-21	101	-12	2.9
O=C(COc1ccc(C(=O)NCc2cccnc2)cc1)Nc1cccc(C(F)(F)F)c1	-8	3	1	-6	-14	1	-11	97	1	1.7
Cn1cc(CN2CCC(n3nccc3NC(=O)CCOc3ccccc3)CC2)cn1	-10	0	6	0	3	-3	11	105	-18	-2.1
O=C(Oc1cccc2cccnc12)c1cccc(-n2cnnn2)c1	-4	4	-3	-2	-41	-1	9	x	4	-1.4
O=C(CNC(=S)N(CCCN1CCOCC1)Cc1cccs1)NC1CC1	-2	2	0	-4	-6	-2	18	111	-6	-3.3
Cc1cccc(NC(=O)c2cc(S(=O)(=O)N3CCC4(CC3)OCCO4)ccc2F)c1	3	6	3	0	-21	-3	6	108	-2	-1.2
O=C(CN1CCN(S(=O)(=O)c2ccccc2)CC1)NC1CC1	-7	0	42	-3	1	-2	15	111	9	-2.7
CCOC(=O)N(C)C[C@@H]1OCc2ccccc2-c2c(n(C)c3ccccc23)C(=O)N([C@H](C)CO)C[C@H]1C	-6	x	x	-2	x	2	x	102	-4	x
CC1=NNC(=O)C1CCC(=O)N/N=C\c1ccc(Cl)c(Cl)c1 (stereo not drawn)	2	2	-6	-1	-5	-1	4	97	6	-0.9
Cc1[nH]n(-c2ccc(Cl)cc2)c(=O)c1/C=N/c1nnc(-c2ccccc2)s1	-5	-1	10	0	-18	8	5	87	9	-0.7
Cn1c(SCc2nc3ccccc3[nH]2)nnc1-c1cnccn1	-2	5	24	2	-14	0	3	100	0	-0.5
CC(C)(C)C1CCC(OC(=O)C[N+]2(C)CCCC2)CC1 (stereo not drawn)	-16	3	-19	-2	-7	0	12	103	-13	-2.3
CC(C)(C)C(=O)OCc1cn(-c2ccccc2)nn1	3	0	3	-1	-13	2	0	107	-2	0.1
O=C1COc2ccc(C(=O)COC(=O)c3cnc(Cl)c(Cl)c3)cc2N1	-1	7	23	-1	-37	4	-17	95	-3	3.3
O=C(CN1C(=O)NC(c2ccccc2)(c2ccccc2)C1=O)Nc1ccc(N2CCOCC2)cc1	-15	-2	3	-3	8	3	15	124	-10	-2.9
CCOc1ccccc1NC(=O)c1cnccn1	-9	1	-5	0	-4	-1	12	104	-2	-2.5
CC(=O)O/N=C(/c1nonc1N)N1CCN(c2ccc([N+](=O)[O-])cc2Cl)CC1	4	5	9	-1	-18	-4	-1	129	6	0.2
O=C(O)CNC(=O)C(Cc1ccccc1)NC(=O)OCc1ccccc1 (stereo not drawn)	-12	0	-1	0	-1	-2	4	100	-2	-0.8
O=C1c2ccccc2C(=O)N1Cc1nc2ccccc2o1	3	-6	-4	3	14	1	5	96	1	-1.0
Clc1ccc(C2Nc3cccc4cccc(c34)N2)c(Cl)c1	-13	4	10	-2	15	5	-54	114	-2	9.8
Cc1cc([N+](=O)[O-])nn1CCCC(=O)O	-8	0	3	1	0	-2	20	119	-2	-4.0
O=C(O)c1ccc(S(=O)(=O)N2CCSCC2)cc1	3	2	39	0	-6	-3	5	100	-1	-1.1
O=C(CC1(O)C(=O)Nc2cc(Cl)cc(Cl)c21)c1ccccc1O (stereo not drawn)	-3	-1	-8	1	4	-1	18	109	-7	-3.3
CC(C)(Cc1ccccc1)NC(=O)C(=O)c1cn(CC(=O)N2CCOCC2)c2ccccc12	-3	3	24	-3	-7	-5	20	115	-3	-3.9
Cc1ccc(NC(=O)COC(=O)Cc2c[nH]c3ccccc23)cc1	-10	x	x	x	x	0	x	98	-3	x
CCOC(=O)C1=C(COC(=O)CNS(=O)(=O)c2ccc(NC(C)=O)cc2)NC(=O)NC1C (stereo not drawn)	-8	-3	5	-1	3	-1	8	x	-16	-2.2
CCN(CC(=O)Nc1ccccc1C(F)(F)F)C(=O)c1cc(-c2cccs2)nn1-c1ccccc1	1	3	8	-1	-1	-10	6	x	-2	-1.1
Cc1ccoc1C(=O)NCc1occc1C(=O)O	-6	0	0	0	18	0	6	118	-13	-1.2
O=C(NNC(=O)c1ccccc1F)c1ccc(NS(=O)(=O)c2ccc(F)cc2)cc1	-9	-1	-3	3	-4	0	17	99	-3	-2.6

Retrieved one by one from the list above (2):
SMILES	PKA-R2B act	HTR5A ag ctr	Arr AP2 block	V-ATPase pHluor	HTR5A inv ag	DAGLB inhibitor	MOR-DOR inv ag	Pemphigus Ab inh	PKA-R1A activ	MOR-DOR ag
CCOC(=O)C1=C(COC(=O)CNS(=O)(=O)c2ccc(NC(C)=O)cc2)NC(=O)NC1C (stereo not drawn)	-8	-3	5	-1	3	-1	8	x	-16	-2.2
CC(C)(C)C1CCC(OC(=O)C[N+]2(C)CCCC2)CC1 (stereo not drawn)	-16	3	-19	-2	-7	0	12	103	-13	-2.3

Remaining list, next part:
SMILES	PKA-R2B act	HTR5A ag ctr	Arr AP2 block	V-ATPase pHluor	HTR5A inv ag	DAGLB inhibitor	MOR-DOR inv ag	Pemphigus Ab inh	PKA-R1A activ	MOR-DOR ag
CCOc1nc(-c2ccc(Cl)cc2)nc2ccccc12	6	-1	-13	-4	-7	1	-3	125	-18	0.6
O=C(c1ccc(COc2c(F)c(F)c(F)c(F)c2F)o1)N1CCOCC1	-10	-10	12	9	27	-3	11	102	-8	-2.0
O=C(Nc1ccc2c(c1)OCO2)C1CCCCN1S(=O)(=O)c1ccccc1 (stereo not drawn)	5	-4	30	-3	10	0	-2	100	-5	0.4
COc1cccc(CNC(=O)C2CCN(c3nn4c(=O)cc(C)nc4s3)CC2)c1	-3	8	13	0	12	1	2	x	-1	-0.4
Oc1oc(-c2ccccc2)nc1C=NCc1ccncc1	-7	1	1	0	7	1	7	107	-5	-1.2
Cc1cc(C)n2nc3ccccc3c2n1	-1	1	0	0	-3	0	1	103	-3	-0.1
COc1ccccc1CNC(=O)c1cc2c(C)nn(Cc3ccc(F)cc3)c2s1	-7	4	-18	-3	6	0	-1	100	-5	0.2
NC(=O)c1cnn2c(C(F)(F)F)cc(-c3ccc(F)cc3)nc12	-2	-1	-2	-2	1	2	7	101	-8	-1.3
COc1cc(/C=C/C(=O)N2CCN(Cc3ccccc3)CC2)cc(OC)c1OC	-6	0	22	0	0	-2	3	106	-2	-0.6
